Screens (PubChem BioAssay)
TEAD-YAP inh – TEAD-YAP interaction inhibition, primary screen, TEAD-YAP interaction inhibitor project, luminescence, HEK-TIYL cells. AID 1259422, 2018. 640,000 compounds, 1.4% hits. inhibition, % at 9.12 µM. TEAD-Gal4/YAP UAS-luciferase luminescence; in the data active = inhibition above about 32%;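 also: 0% = median of test compound wells and 100% = reference inhibitor wells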
FBW7 activator – FBW7 E3 ligase activators, primary screen, biochemical, AlphaScreen, human; AlphaScreen FBW7–phospho-cyclin E peptide binding, activator screen; AID 1259310, 2017; F-box/WD repeat-containing protein 7 (Homo sapiens), Q969H0; 650,000 compounds, 0.13% hits; normalized activity (activation), % at 26.1 µM; in the data active = normalized activity above about 1.9%;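 also: purified mutant Fbw7 with reduced substrate affinity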
MITF primary – MITF inhibitors, primary screen, biochemical, AlphaScreen, human. Microphthalmia-associated transcription factor (Homo sapiens), O75030. inhibition, % at 2.6 µM. 650,000 compounds, 0.91% hits. AID 1259374, 2018. AlphaScreen MITF homodimerization, bead proximity signal; in the data active = inhibition above about 50%;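 also: 0% = vehicle wells with protein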
Target sequence (O75030 whole entry, looked up): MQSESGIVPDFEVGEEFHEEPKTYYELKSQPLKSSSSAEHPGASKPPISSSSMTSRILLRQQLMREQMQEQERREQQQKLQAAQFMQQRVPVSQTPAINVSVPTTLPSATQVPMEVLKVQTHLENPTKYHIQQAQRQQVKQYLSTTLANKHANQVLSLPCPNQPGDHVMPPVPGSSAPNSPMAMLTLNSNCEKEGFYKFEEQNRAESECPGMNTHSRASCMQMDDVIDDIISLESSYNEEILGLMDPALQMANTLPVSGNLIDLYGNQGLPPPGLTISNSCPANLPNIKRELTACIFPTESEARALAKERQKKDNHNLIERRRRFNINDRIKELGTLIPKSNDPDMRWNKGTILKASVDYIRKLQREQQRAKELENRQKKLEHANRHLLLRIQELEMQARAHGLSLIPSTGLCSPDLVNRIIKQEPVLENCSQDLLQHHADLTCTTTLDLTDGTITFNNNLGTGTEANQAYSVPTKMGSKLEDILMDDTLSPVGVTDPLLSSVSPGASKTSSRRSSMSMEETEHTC
GPR151 activ – activators of human GPR151, primary screen, cell-based, PathHunter beta-arrestin, luminescence; G-protein coupled receptor 151 (Homo sapiens), Q8TDV0; PathHunter beta-arrestin GPR151 cells; activation, % at 11.2 µM; 650,000 compounds, 1% hits; in the data active = activation above about 4.9%;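 also: 0% = median of compound wells and 100% = cells with positive control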
Target sequence (Q8TDV0 whole entry, looked up): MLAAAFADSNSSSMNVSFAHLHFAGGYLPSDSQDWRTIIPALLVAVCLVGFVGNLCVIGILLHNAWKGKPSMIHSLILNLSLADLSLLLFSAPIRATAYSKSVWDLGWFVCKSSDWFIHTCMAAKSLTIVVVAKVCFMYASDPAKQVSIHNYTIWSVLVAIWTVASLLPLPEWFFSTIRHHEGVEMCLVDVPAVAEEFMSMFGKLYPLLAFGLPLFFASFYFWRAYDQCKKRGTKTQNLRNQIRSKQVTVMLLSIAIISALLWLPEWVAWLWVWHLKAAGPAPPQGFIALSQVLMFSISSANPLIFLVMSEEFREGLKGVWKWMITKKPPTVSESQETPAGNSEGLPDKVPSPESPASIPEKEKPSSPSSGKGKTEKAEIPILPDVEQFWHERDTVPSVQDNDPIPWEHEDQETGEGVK
The depositor's hits bear a star.

How did O=c1[nH]c(=S)[nH]c2c1C(c1cc([N+](=O)[O-])c(N3CCOCC3)cc1N1CCOCC1)O2 (stereo not given) do in these assays?
TEAD-YAP inh: -3.7; FBW7 activator: 0.1; MITF primary: 9.6; GPR151 activ: 2.0

What do the screens show for `COc1cc(NC(=O)[C@H]2C[C@@H](c3ccco3)NS(=O)(=O)N2C)cc(OC)c1OC`?
TEAD-YAP inh: 5.8; FBW7 activator: 0.1; MITF primary: -3.1; GPR151 activ: -0.2

How did O=C1Nc2ccccc2S(=O)(=O)N1c1ccc(Cl)cc1 do in these assays?
TEAD-YAP inh: 5.7; FBW7 activator: 0.7; MITF primary: 14.5; GPR151 activ: -1.4

What do the screens show for `COCC(C)NC(=S)Nc1ccc(F)cc1` (stereo not given)?
TEAD-YAP inh: 3.0; FBW7 activator: 0.1; MITF primary: 4.2; GPR151 activ: -0.9

What do the screens show for `CCCOc1ccc(C(=O)Nc2cccc(-c3nc4ncccc4o3)c2C)cc1`?
TEAD-YAP inh: 8.8; FBW7 activator: 0.2; MITF primary: 2.4; GPR151 activ: -1.2

How did Cc1cccc(C(=O)NNC(=O)C(C)(C)C)c1 do in these assays?
TEAD-YAP inh: 8.5; FBW7 activator: 0.0; MITF primary: 2.4; GPR151 activ: -0.1

Results for Cc1ccc(N2C(=O)c3ccccc3NC2c2cccc(O)c2)cc1 (stereo not given) ?
TEAD-YAP inh: -30.8; FBW7 activator: -0.1; MITF primary: 0.8; GPR151 activ: -0.7

What do the screens show for `COCC(C)NC(=O)c1ccc([N+](=O)[O-])cc1` (stereo not given)?
TEAD-YAP inh: -0.8; FBW7 activator: 0.2; MITF primary: -1.6; GPR151 activ: -1.4

What do the screens show for `CCc1nnc(NC(=O)/C=C/c2ccc(C(C)(C)C)cc2)s1`?
TEAD-YAP inh: -1.1; FBW7 activator: 0.2; MITF primary: 3.3; GPR151 activ: 1.9

What do the screens show for `O=C(c1ccc(-n2cccc2)cc1)N1CCN(c2ccccc2O)CC1`?
TEAD-YAP inh: -13.3; FBW7 activator: -0.2; MITF primary: 39.8; GPR151 activ: -0.8

How did Fc1ccc(-c2[nH]ncc2CNCc2cccs2)cc1 do in these assays?
TEAD-YAP inh: -5.9; FBW7 activator: 0.0; MITF primary: -4.2; GPR151 activ: 1.3

What do the screens show for `CCS(=O)(=O)N1CCN(C(=O)c2cccc([N+](=O)[O-])c2)CC1`?
TEAD-YAP inh: 6.9; FBW7 activator: 0.4; MITF primary: 11.2; GPR151 activ: 0.4

Results for Cc1csc2ncc(C(=O)N3CCC4(CC3)OCCO4)c(=O)n12 ?
TEAD-YAP inh: -8.5; FBW7 activator: -0.1; MITF primary: -5.4; GPR151 activ: -1.0

Results for CCOC(=O)c1ccc(-c2ccc(/C=C(\C#N)c3nn(CCO)c(N)c3C#N)o2)cc1 ?
TEAD-YAP inh: -6.6; FBW7 activator: 0.1; MITF primary: -6.1; GPR151 activ: 1.1

Results for Cc1ccc(SCc2cn3c(C)cc(C)nc3n2)cc1 ?
TEAD-YAP inh: -20.7; FBW7 activator: -0.1; MITF primary: -0.4; GPR151 activ: 0.2

How did Cc1ccc(-n2nnc3c(=O)n(CC(=O)OCc4ccccc4)cnc32)cc1 do in these assays?
TEAD-YAP inh: 2.1; FBW7 activator: -0.1; MITF primary: -4.1; GPR151 activ: 1.0

Results for CC(C)(C)C(=O)Nc1cc(NC(=O)C(C)(C)C)cc(C(=O)NNC(=O)c2ccncc2)c1 ?
TEAD-YAP inh: -3.5; FBW7 activator: 0.2; MITF primary: 0.6; GPR151 activ: 0.3

What do the screens show for `CCC(=O)N1CCc2cc(S(=O)(=O)NC3CCCCC3C)ccc21` (stereo not given)?
TEAD-YAP inh: -9.2; FBW7 activator: -0.5; MITF primary: -2.2; GPR151 activ: -0.5

What do the screens show for `O=C(Nc1cccs1)N1CCC(c2ccccc2)C1` (stereo not given)?
TEAD-YAP inh: 6.6; FBW7 activator: 0.4; MITF primary: 20.2; GPR151 activ: -1.1

Results for CCCn1nnnc1NC(=S)NC(=O)c1cc2ccccc2o1 ?
TEAD-YAP inh: 35.9*; FBW7 activator: -0.2; MITF primary: -82.6; GPR151 activ: -0.6

How did O=C(Nc1ccc(S(=O)(=O)N2CCCCC2)cc1)c1cccs1 do in these assays?
TEAD-YAP inh: -0.9; FBW7 activator: 0.0; MITF primary: 22.1; GPR151 activ: -0.8

How did C/C(Cl)=C\Cn1c(N2CCOCC2)nc2c1c(=O)n(C)c(=O)n2C do in these assays?
TEAD-YAP inh: -14.0; FBW7 activator: -0.1; MITF primary: -9.7; GPR151 activ: 1.4

How did COC(=O)c1c(NC(=O)C(=O)NCc2cccnc2)sc2c1CCCC2 do in these assays?
TEAD-YAP inh: 5.8; FBW7 activator: -0.1; MITF primary: -1.6; GPR151 activ: 1.8

Results for CCOC(=O)c1c(NC(=O)c2cccc(S(=O)(=O)N3CCCCC3)c2)sc2c1CCCC2 ?
TEAD-YAP inh: -5.3; FBW7 activator: -0.1; MITF primary: -8.4; GPR151 activ: 1.5

What do the screens show for `O=C(NCc1ccc(Cl)cc1)C(=O)N/N=C/c1ccccc1C(F)(F)F`?
TEAD-YAP inh: 6.0; FBW7 activator: 0.1; MITF primary: 2.8; GPR151 activ: 1.1

How did CCSc1ccc(C(=O)Nc2ccc(Br)cn2)cc1[N+](=O)[O-] do in these assays?
TEAD-YAP inh: -4.2; FBW7 activator: -0.2; MITF primary: -4.1; GPR151 activ: 0.0

How did Cn1c(=O)c2c(nc(OCc3ccc4c(c3)OCO4)n2Cc2ccccc2)n(C)c1=O do in these assays?
TEAD-YAP inh: 0.0; FBW7 activator: 0.6; MITF primary: 11.0; GPR151 activ: 1.3

How did COc1cccc(-c2nnc3sc(NC(=O)COc4ccc(C)cc4)nn23)c1 do in these assays?
TEAD-YAP inh: 1.6; FBW7 activator: -0.1; MITF primary: -2.1; GPR151 activ: 0.1

How did COc1cc(/C=N/Nc2nonc2N)cc(OC)c1OC do in these assays?
TEAD-YAP inh: -1.6; FBW7 activator: 0.3; MITF primary: 16.3; GPR151 activ: -0.6

Results for CCOc1cc(C)c(Cl)cc1S(=O)(=O)NCC1CCCO1 (stereo not given) ?
TEAD-YAP inh: 2.7; FBW7 activator: 0.0; MITF primary: -0.5; GPR151 activ: 1.5

How did O=C(N/N=C/c1ccc(I)cc1)c1ccccc1O do in these assays?
TEAD-YAP inh: -8.6; FBW7 activator: -0.1; MITF primary: 8.7; GPR151 activ: -0.2

Results for O=C(c1ccc(Cl)cc1)c1cccc([N+](=O)[O-])c1 ?
TEAD-YAP inh: 7.0; FBW7 activator: -0.2; MITF primary: -0.8; GPR151 activ: 0.0

Results for COC(CNC(=O)c1ccc2c(c1)NC(=O)CS2)OC ?
TEAD-YAP inh: -1.5; FBW7 activator: -0.1; MITF primary: 0.4; GPR151 activ: 1.2

What do the screens show for `CC(C)CCNC(=O)CN1CCN(Cc2ccccc2Cl)C1=O`?
TEAD-YAP inh: -2.5; FBW7 activator: -0.3; MITF primary: -6.9; GPR151 activ: 2.3

What do the screens show for `Cc1ccccc1CCNCc1c(C(=O)O)c(C)n(Cc2ccccc2C)c1C`?
TEAD-YAP inh: 9.7; FBW7 activator: 0.0; MITF primary: 3.1; GPR151 activ: 2.5

How did O=C(NC1CCS(=O)(=O)C1)c1ccccc1 (stereo not given) do in these assays?
TEAD-YAP inh: 9.4; FBW7 activator: 0.0; MITF primary: -2.0; GPR151 activ: 0.8

What do the screens show for `COc1ccc(-c2cc(C(=O)Nc3sc4c(c3C(N)=O)CCC(C)C4)no2)cc1` (stereo not given)?
TEAD-YAP inh: -32.0; FBW7 activator: 0.1; MITF primary: 24.0; GPR151 activ: 0.1

Results for COC(=O)c1ccc(NS(=O)(=O)c2ccc(Cl)c(N)c2)cc1 ?
TEAD-YAP inh: -2.6; FBW7 activator: 0.1; MITF primary: 12.3; GPR151 activ: 0.2

How did COc1ccc(CCn2c(=S)[nH]c3ccccc3c2=O)cc1OC do in these assays?
TEAD-YAP inh: -2.0; FBW7 activator: 0.0; MITF primary: -12.9; GPR151 activ: -1.1

What do the screens show for `COC(=O)c1sc2ccccc2c1NC(=O)c1c(F)cccc1F`?
TEAD-YAP inh: 0.9; FBW7 activator: 0.0; MITF primary: 16.5; GPR151 activ: -2.1

Quoted at random: 2 records from the list
Results for CCOC(=O)c1c(NC(=O)c2cccc(S(=O)(=O)N3CCCCC3)c2)sc2c1CCCC2 ?
TEAD-YAP inh: -5.3; FBW7 activator: -0.1; MITF primary: -8.4; GPR151 activ: 1.5

How did CCSc1ccc(C(=O)Nc2ccc(Br)cn2)cc1[N+](=O)[O-] do in these assays?
TEAD-YAP inh: -4.2; FBW7 activator: -0.2; MITF primary: -4.1; GPR151 activ: 0.0

The list goes on:
How did COc1cc(C(=O)N2CCN=C2SC)cc(OC)c1OC do in these assays?
TEAD-YAP inh: -2.4; FBW7 activator: 0.2; MITF primary: 14.4; GPR151 activ: 0.3

Results for O=C(Nc1cccnc1)c1cc(S(=O)(=O)N2CCCCC2)c(Cl)cc1Cl ?
TEAD-YAP inh: 3.8; FBW7 activator: -0.3; MITF primary: -9.3; GPR151 activ: 0.6

Results for CCOc1ccccc1N1CC(C(=O)Nc2nccs2)CC1=O (stereo not given) ?
TEAD-YAP inh: -5.0; FBW7 activator: -0.2; MITF primary: 2.7; GPR151 activ: 0.8

Results for O=C(CN1CCN(Cc2cccc(Cl)c2)C1=O)N1CCCCCC1 ?
TEAD-YAP inh: -1.8; FBW7 activator: 0.2; MITF primary: -12.3; GPR151 activ: -0.8

Results for COc1ccc(-n2c(=O)c3ccccc3n(CC(=O)Nc3ccc(F)cc3)c2=O)cc1 ?
TEAD-YAP inh: 2.3; FBW7 activator: -0.2; MITF primary: -5.4; GPR151 activ: 0.1

What do the screens show for `CC(C)CO/N=C1\C[C@@H](O)[C@@H](O)[C@@H]2[C@@H]3C(=O)N(Cc4ccccc4)C(=O)[C@@H]3CC[C@H]12`?
FBW7 activator: 0.3; MITF primary: 7.7; GPR151 activ: -0.3

Results for CCCCCN1N=C(C)C(C(=O)c2cccc([N+](=O)[O-])c2)C1=O (stereo not given) ?
TEAD-YAP inh: 1.2; FBW7 activator: 0.1; MITF primary: 8.0; GPR151 activ: -1.0

Results for O=C(NCc1ccccc1)c1ccc(C(=O)c2ccccc2)o1 ?
TEAD-YAP inh: -29.1; FBW7 activator: 0.2; MITF primary: 1.2; GPR151 activ: 0.4

What do the screens show for `Cc1ccc(-c2nn3c(C)nnc3s2)cc1NC(=O)COc1ccccc1`?
TEAD-YAP inh: -3.7; FBW7 activator: 0.4; MITF primary: -8.4; GPR151 activ: -0.1

How did Cc1c(/C=N/Nc2nc3ccccc3[nH]2)c2ccccn2c1C(=O)c1ccncc1 do in these assays?
TEAD-YAP inh: 2.7; FBW7 activator: 0.0; MITF primary: 0.3; GPR151 activ: -1.7

What do the screens show for `Nc1c(C(=O)N2CCCCC2)nnn1-c1cccc(C(F)(F)F)c1`?
TEAD-YAP inh: -9.0; FBW7 activator: 0.1; MITF primary: 5.5; GPR151 activ: -0.3

What do the screens show for `O=C(Cn1cncn1)NN=C1c2ccccc2-c2ccccc21`?
TEAD-YAP inh: -5.5; FBW7 activator: -0.2; MITF primary: -2.8; GPR151 activ: 5.2*

Results for CCOC(=O)c1oc2c(Cl)cccc2c1C ?
TEAD-YAP inh: 14.3; FBW7 activator: 0.1; MITF primary: 15.9; GPR151 activ: -0.4

Results for O=[N+]([O-])C1CS(=O)(=O)C=C1N1CCOCC1 (stereo not given) ?
TEAD-YAP inh: 0.1; FBW7 activator: -0.1; MITF primary: 33.8; GPR151 activ: 0.2

Results for CCOC(=O)c1ccc(NC(=O)Cn2ncc3ccccc32)cc1 ?
TEAD-YAP inh: -38.1; FBW7 activator: -0.3; MITF primary: -1.6; GPR151 activ: 0.1

How did Cc1cccc(C(=O)Nc2c(C(=O)NCc3ccco3)cnn2-c2ccccc2)c1 do in these assays?
TEAD-YAP inh: -2.6; FBW7 activator: 0.0; MITF primary: 9.5; GPR151 activ: -0.3

How did CC(=O)Nc1cccc(-c2ccc3c(-c4cccc(F)c4)[nH]nc3n2)c1 do in these assays?
TEAD-YAP inh: 5.6; FBW7 activator: 1.4; MITF primary: 18.5; GPR151 activ: -1.4

How did Cc1cc(C(=O)N2CCCC(C(=O)Nc3cccc(-c4ccc(F)cc4)c3)C2)n(C)n1 (stereo not given) do in these assays?
TEAD-YAP inh: 45.3*; FBW7 activator: 0.2; MITF primary: 16.6; GPR151 activ: 2.1

Results for O=[N+]([O-])c1ccc(Cl)c(S(=O)(=O)Nc2ccc3oc4c(c3c2)CCCC4)c1 ?
TEAD-YAP inh: 6.7; FBW7 activator: -0.2; MITF primary: -6.8; GPR151 activ: 2.2

What do the screens show for `NC(=O)CSCc1ccccc1Cl`?
TEAD-YAP inh: -4.9; FBW7 activator: 0.0; MITF primary: 12.4; GPR151 activ: -0.9

Three structures out of the list, sorted by number of heavy atoms, largest number first.
How did Cc1c(/C=N/Nc2nc3ccccc3[nH]2)c2ccccn2c1C(=O)c1ccncc1 do in these assays?
TEAD-YAP inh: 2.7; FBW7 activator: 0.0; MITF primary: 0.3; GPR151 activ: -1.7

Results for O=C(NCc1ccccc1)c1ccc(C(=O)c2ccccc2)o1 ?
TEAD-YAP inh: -29.1; FBW7 activator: 0.2; MITF primary: 1.2; GPR151 activ: 0.4

What do the screens show for `NC(=O)CSCc1ccccc1Cl`?
TEAD-YAP inh: -4.9; FBW7 activator: 0.0; MITF primary: 12.4; GPR151 activ: -0.9
